Screens from PubChem.
PfHsp40 rescue = rescue of yeast from PfHsp40 toxicity, primary screen, S. cerevisiae, ATP luminescence; growth rescue, % at 12.5 µM; actives 0.68% (n = 340,000); S. cerevisiae expressing PfHsp40, growth rescue; in the data active means growth rescue above about 28%, passing the limit was not always enough;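 further: yeast W303a lacking pdr1 and pdr3 grown in galactose medium; growth measured after three days at 30 °C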
Rv3671c inh = Rv3671c serine protease inhibitors, primary screen, biochemical, fluorescence polarization, M. tuberculosis H37Rv | P9WHR9 | inhibition, % at 5.96 µM | actives 0.048% (n = 320,000); in the data active means inhibition above about 38%;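 further: extracellular domain of Rv3671c used as enzyme; 0% = enzyme with DMSO and 100% = no enzyme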
Target sequence (P9WHR9 whole entry, looked up, the tested form may be a part): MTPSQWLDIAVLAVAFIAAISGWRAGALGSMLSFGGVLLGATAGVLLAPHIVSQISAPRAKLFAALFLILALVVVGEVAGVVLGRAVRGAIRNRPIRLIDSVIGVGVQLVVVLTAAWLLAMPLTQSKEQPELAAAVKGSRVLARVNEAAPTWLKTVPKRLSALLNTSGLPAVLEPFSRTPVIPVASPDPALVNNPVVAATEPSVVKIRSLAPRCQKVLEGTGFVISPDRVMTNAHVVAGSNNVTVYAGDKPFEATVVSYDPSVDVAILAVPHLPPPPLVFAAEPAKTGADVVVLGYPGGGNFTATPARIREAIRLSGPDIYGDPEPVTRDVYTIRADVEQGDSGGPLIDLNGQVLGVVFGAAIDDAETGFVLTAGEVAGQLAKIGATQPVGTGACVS
TcdB inh = TcdB glycohydrolase inhibitors, primary screen, biochemical, single point, plate reader; Toxin B (Clostridioides difficile), P18177; inhibition, % at 9.99 µM; TcdB glycohydrolase enzymatic assay; actives 0.24% (n = 350,000); in the data active means inhibition above about 10%
BH1578 lux ind = inducers of Vibrio cholerae quorum light production without autoinducers, primary screen, BH1578 luxS cqsA deficient, single point; V. cholerae BH1578 lux reporter, luminescence, 6 h; activation, % at 18.7 µM; actives 0.16% (n = 350,000); AID 588436, 2011; in the data active means activation mostly above about 9.7%, no sharp cut-off; further: not every result past the cut was called active; inactives centre near 0; reference of the scale not given here
VHR inh abs = VHR1 phosphatase inhibitors, primary screen, biochemical, absorbance, uHTS | Dual specificity protein phosphatase 3 (Homo sapiens), P51452 | recombinant VHR phosphatase, pNPP absorbance | inhibition, % at 13.3 µM | actives 0.52% (n = 290,000) | AID 1654, 2009; in the data active means inhibition above about 50%; further: some compounds called inactive have numbers as strong as hits
Target sequence (P51452 whole entry, looked up): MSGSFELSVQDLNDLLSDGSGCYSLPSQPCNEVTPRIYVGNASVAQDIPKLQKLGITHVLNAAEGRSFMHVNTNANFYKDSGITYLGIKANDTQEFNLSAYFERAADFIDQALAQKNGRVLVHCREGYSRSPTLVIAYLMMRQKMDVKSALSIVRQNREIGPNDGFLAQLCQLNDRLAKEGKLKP
PriA SSB inh = inhibitors of Klebsiella pneumoniae PriA binding to SSB C-terminal tail, primary screen, biochemical, AlphaScreen; PriA–SSB C-terminal tail interaction (Klebsiella pneumoniae); actives 0.6% (n = 430,000); inhibition, % at 33 µM; AlphaScreen SSBct-PriA binding, biotinylated peptide; in the data active means inhibition mostly above about 37%, no sharp cut-off; inactive means mostly below about 20%;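 further: plate controls were negative control peptide for no effect and reference peptide for full effect; strong numbers were not always called active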
3CLpro inhibitor = SARS-CoV 3CLpro protease inhibitors, primary screen, biochemical, quenched FRET | Replicase polyprotein 1ab (Severe acute respiratory syndrome coronavirus), P0C6X7 | recombinant SARS-CoV 3CLpro, quenched FRET peptide cleavage | inhibition, % at 6 µM | actives 0.14% (n = 290,000); in the data active means inhibition above about 12%
MazF activator = activators of E. coli MazEF toxin-antitoxin RNase, primary screen, biochemical, fluorescence, uHTS; activation, % at 20 µM; Endoribonuclease toxin MazF (Escherichia coli (strain K12)), P0AE70; actives 0.32% (n = 350,000); FAM/BHQ RNA-DNA oligo cleavage fluorescence, 5 h; in the data active means activation above about 50%
Target sequence (P0AE70 whole entry, looked up): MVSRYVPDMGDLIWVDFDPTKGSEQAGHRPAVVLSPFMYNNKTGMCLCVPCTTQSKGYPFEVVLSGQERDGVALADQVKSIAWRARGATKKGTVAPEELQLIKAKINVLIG
Yp Topo-I inh = Yersinia pestis topoisomerase I inhibitors, primary screen, biochemical, cleavage product accumulation, plate reader, single point; DNA topoisomerase I (Yersinia pestis CO92); Y. pestis Topo-I cleavage product accumulation; activity, % at 10 µM; actives 0.064% (n = 360,000); AID 504884, 2011; in the data active means activity above about 50%, passing the limit was not always enough; further: inactives centre near 2
Anthrax LF inh2 = Bacillus anthracis LF protease inhibitors, primary screen, biochemical, multiplex microsphere, MLPCN library. actives 0.12% (n = 360,000). inhibition, % at 10 µM. AID 588501, 2011. multiplex microsphere protease cleavage assay; in the data active means inhibition above about 30%; further: plate controls were buffer without enzyme for full effect and enzyme alone for no effect
Starred values were filed as active, the others as inactive; i = inactive; x = not tested or not shown; & = joins results of further samples. Not all compounds are listed, so the mix of outcomes need not match the whole.

SMILES	PfHsp40 rescue	Rv3671c inh	TcdB inh	BH1578 lux ind	VHR inh abs	PriA SSB inh	3CLpro inhibitor	MazF activator	Yp Topo-I inh	Anthrax LF inh2
C=CCNC(=O)/C(C#N)=C/c1c(C)nn(-c2ccccc2)c1Cl	-1.5	8	0.7	-0.3	-4	-13	-2	0	5	1
c1csc(C(c2nnnn2C2CCCC2)N2CCCC3(CCCCC3)C2)c1 (stereo unspecified)	1.2	0	x	i	-32	-8	2	-5	4	-4
O=[N+]([O-])c1ccccc1C(O)Cc1ccccn1 (stereo unspecified)	-0.2	x	-0.4	x	x	-7	x	7	-1	-1
CCCNC(=O)C1CCN(c2cc(-c3ccccc3)nc3ncnn23)CC1	5.3	0	-0.8	-0.9	39	-2	-3	3	-2	-2
CC(OC(=O)Cc1c[nH]c2ccccc12)C(=O)Nc1ccccc1F (stereo unspecified)	-1.8	5	-0.8	-5.6	x	-3	x	10	-2	0
CCn1cc(/C=C/C(=O)NCc2c(C)nn(C)c2C)cn1	1.2	-5	x	-0.3	24	-25	3	-9	-1	-4
CC1(C)Oc2ccccc2OC1(O)c1ccc2ccccc2n1 (stereo unspecified)	1.7	6	x	i	3	-12	2	-4	7	1
CNC(=S)N/N=C/c1ccc(C(C)C)cc1	0.1	9	x	-1.0	x	x	0	7	-8	-4
Cc1cccc(N2CCN(C(=O)C3CCC(CNS(=O)(=O)c4cccs4)CC3)CC2)c1C (stereo unspecified)	1.8	-7	0.4	-0.5	31	2	3	3	-2	0
O=C(NC(=S)Nc1cccc2ncccc12)c1cccs1	1.9	0	0.5	-0.2	2	8	-2	6	4	4
CC(OC(=O)c1ccc(F)c(S(=O)(=O)N2CCOCC2)c1)C(=O)NC1CCCC1 (stereo unspecified)	x	x	-0.2	i	x	-4	x	11	-9	-4
Cc1ccc(-n2cc(-c3ccccc3)[nH]c2=O)cc1F	0.0	-6	x	i	-12	-7	7	7	-9	-5
O=C(Cc1cccs1)Nc1nnc(C2CC2)s1	0.3	-2	1.9	-0.3	14	2	-1	-9	-3	-4
Cc1ccnc(Nc2nc3ccccc3s2)n1	-0.3	-7	1.5	-1.1	10	1	3	-17	9	-4
CC(C)(C)S(=O)(=O)N1Cc2cc(CO)cc(CCO)c2[C@@H]1CCO	-1.7	x	1.4	0.1	x	-2	x	-7	2	-1
CCc1ccc2oc(C(=O)NCc3ccncc3)c(C)c2c1	1.6	-6	x	-12	-5	-11	-4	6	17	-11
Cc1onc(-c2ccccc2Cl)c1C(=O)N/N=C(\N)COc1ccc(Cl)cc1	2.7	5	x	x	7	x	6	-10	-8	-10
COc1ccc(-c2cn3cccnc3n2)cc1NC(=O)c1cccs1	1.2	-3	x	-0.3	19	7&14	-4	3	3	2
O=C(NCc1ccccc1CN1CCCC1)c1cccc(S(=O)(=O)N2CCCC2)c1	0.7	3	0.2	i	x	3	x	4	3	6
CC12CN3CC(C)(CN(C1)C3c1ccccc1Cl)C2O (stereo unspecified)	-0.1	2	x	-0.6	16	-5	4	-10	-3	2
CCOc1cc(C(=O)N2CCC(CC3CC(c4cccc(Br)c4)=NO3)(C(=O)NCC3CCCCC3)CC2)cc(OCC)c1OCC (stereo unspecified)	2.3	-12	2.4	-0.4	24	-4	1	-1	14	-3
O=C(NCCCn1ccnc1)c1cc(S(=O)(=O)N2CCOCC2)ccc1F	-0.4	3	-1.3	-0.3	13	2	0	4	-4	0
COC(=O)c1ccc(NS(=O)(=O)c2cc3c4c(c2)CCC(=O)N4CCC3)cc1	1.0	4	0.3	-2.2	x	-14	x	4	-1	2
FC(F)Oc1ccc(C2N=C(c3ccccc3)NO2)cc1 (stereo unspecified)	-0.6	-2	1.8	i	26	1	2	6	-1	-1
CCOC(=O)c1cc(-c2ccc(OC)cc2)n[nH]1	-0.2	2	1.1	-0.5	4	-12	0	6	3	-8
COc1ccc(-n2ncc3c(=O)n(CC(C)=O)cnc32)cc1	-1.5	3	1.2	0.3	8	-11	1	7	-19	8
COc1cccc(N2CCN(Cc3ccco3)CC2)c1	-0.9	x	0.6	-1.2	-12	1	3	6	4	-17
CCC(C)NC(=O)C1CCC(CNS(=O)(=O)c2ccc3c(c2)N(C(C)=O)CCO3)CC1 (stereo unspecified)	-0.2	1	1.3	-0.3	6	-12	-3	8	-3	0
CC(=O)c1cccc(CN2CCN(C3CCCC3)C(CCO)C2)c1 (stereo unspecified)	-0.8	-3	0.5	i	-6	-11	1	0	-5	7
CC(C)(C)c1cc(=O)[nH]c(SCc2ccccc2)n1	-0.4	4	1.4	-0.2	10	-5	1	0	12	0
O=C(NCCC(=O)N(Cc1ccco1)Cc1cccs1)c1ccc([N+](=O)[O-])cc1	0.3	x	0.8	i	x	11	x	-9	4	0
CSc1ncc(CN2CCN(CCC(C)C)C(CCO)C2)cn1 (stereo unspecified)	-0.2	4	0.6	-0.2	8	-12	6	5	-5	-3
CCOc1ccc(N(CC(=O)Nc2cc(OC)cc(OC)c2)S(=O)(=O)c2c(C)[nH]c(=O)[nH]c2=O)cc1	0.7	-10	3.0	0.0	-20	8	5	-1	12	-1
CC(C)[C@H]1COCCS(=O)(=O)N1Cc1ccccc1F	0.0	-12	1.3	i	x	-12	x	-1	2	-1
COC(=O)c1ccc(OCc2nn[nH]n2)cc1	0.3	-8	-4.4	0.7	18	-22	-2	5	4	4
COC(=O)C1=C(O)/C(=C\c2ccc(CNS(=O)(=O)c3ccc(Cl)cc3)o2)N=C1C	0.3	-6	-1.8	-0.4	-2	6	6	3	-7	3
CCOC(=O)C1CCN(C(=O)c2oc3ccc4c(c3c2C)C(O)CC2(CCCCC2)O4)CC1 (stereo unspecified)	-1.9	10	1.3	i	-17	0	2	8	23	0
Cc1sc(NC(=O)c2ccco2)c(CN2CCN(Cc3ccccc3)CC2)c1C	-0.4	6	-1.5	-0.1	22	7	5	-16	3	-4
COc1ccc(NC(=O)CSc2nc3c(sc4ccccc43)c(=O)n2CCCN2CCCC2)cc1	1.4	-14	x	-7.1	2	-3	-6	-25	2	-1
CCNC(=S)N1CCN(CCN=CC2=C(O)CC(c3cccs3)CC2=O)CC1 (stereo unspecified)	-0.2	3	x	i	6	5	-5	1	-4	-1

A different layout for part of the listing above:
Order of values: PfHsp40 rescue	Rv3671c inh	TcdB inh	BH1578 lux ind	VHR inh abs	PriA SSB inh	3CLpro inhibitor	MazF activator	Yp Topo-I inh	Anthrax LF inh2
Cc1onc(-c2ccccc2Cl)c1C(=O)N/N=C(\N)COc1ccc(Cl)cc1
    2.7	5	x	x	7	x	6	-10	-8	-10
COc1ccc(-c2cn3cccnc3n2)cc1NC(=O)c1cccs1
    1.2	-3	x	-0.3	19	7&14	-4	3	3	2
O=C(NCc1ccccc1CN1CCCC1)c1cccc(S(=O)(=O)N2CCCC2)c1
    0.7	3	0.2	i	x	3	x	4	3	6
CC12CN3CC(C)(CN(C1)C3c1ccccc1Cl)C2O (stereo unspecified)
    -0.1	2	x	-0.6	16	-5	4	-10	-3	2
CCOc1cc(C(=O)N2CCC(CC3CC(c4cccc(Br)c4)=NO3)(C(=O)NCC3CCCCC3)CC2)cc(OCC)c1OCC (stereo unspecified)
    2.3	-12	2.4	-0.4	24	-4	1	-1	14	-3
O=C(NCCCn1ccnc1)c1cc(S(=O)(=O)N2CCOCC2)ccc1F
    -0.4	3	-1.3	-0.3	13	2	0	4	-4	0
COC(=O)c1ccc(NS(=O)(=O)c2cc3c4c(c2)CCC(=O)N4CCC3)cc1
    1.0	4	0.3	-2.2	x	-14	x	4	-1	2
FC(F)Oc1ccc(C2N=C(c3ccccc3)NO2)cc1 (stereo unspecified)
    -0.6	-2	1.8	i	26	1	2	6	-1	-1
CCOC(=O)c1cc(-c2ccc(OC)cc2)n[nH]1
    -0.2	2	1.1	-0.5	4	-12	0	6	3	-8
COc1ccc(-n2ncc3c(=O)n(CC(C)=O)cnc32)cc1
    -1.5	3	1.2	0.3	8	-11	1	7	-19	8
COc1cccc(N2CCN(Cc3ccco3)CC2)c1
    -0.9	x	0.6	-1.2	-12	1	3	6	4	-17

Continued.
SMILES	PfHsp40 rescue	Rv3671c inh	TcdB inh	BH1578 lux ind	VHR inh abs	PriA SSB inh	3CLpro inhibitor	MazF activator	Yp Topo-I inh	Anthrax LF inh2
C=CCc1c(OC(C)=O)c2ccccc2n(C)c1=O	-0.4	-4	0.8	-0.4	1	1	-1	3	-2	2
CC(C)Cc1nn2c(=O)cc(CSCC(=O)Nc3ccccc3F)nc2s1	1.0	-6	-4.2	-0.3	-10	-2	0	-1	3	10
CCOc1ncccc1C(=O)N(CC)CC(=O)NCc1ccc(F)cc1	0.5	-8	-0.5	-0.2	-3	-4	2	-1	7	1
Cc1ccc(-n2c(SCC(=O)N3CCCCC3)nc(O)c(Cc3ccccc3)c2=O)cc1	0.2	-7	3.6	-0.1	34	-3	-1	8	4	-2
C#CCSc1nnc(-c2ccc(O)cc2)o1	0.7	-1	-0.2	i	-3	4	-2	5	-1	3
CCCC(=O)Nc1cc(-c2cn3cccnc3n2)ccc1OC	0.2	4	x	-0.3	-22	-22	-5	3	7	0
CC12CN(C(=O)c3ccccc3Br)CC(C)(CN(C(=O)c3ccccc3Br)C1)C2=O	-0.8	8	5.4	-0.5	0	-7	-2	1	2	-7
COc1cc(-c2ncc3ccccn23)cc(OC)c1OC	-0.4	25	x	-0.3	12	-3	2	10	-1	2
Cc1ccccc1OCC(=O)N(Cc1nnc(-c2ccc(Cl)cc2)o1)C(C)C	1.2	-1	0.1	i	x	-6	x	-5	10	12
COc1ccc(Nc2nc(Cl)nc(Nc3ccc(OC)cc3OC)n2)c(OC)c1	0.6	-6	-0.9	-0.5	15	-4	3	-15	17	-8
COc1ccc(CC2(CO)CCN(C(=O)NCc3ccccc3)CC2)cc1	2.0	-4	0.2	i	22	-7	4	5	8	0
O=C(c1ccco1)N1N=C(c2ccncc2)CC1(O)C(F)(F)F (stereo unspecified)	-1.8	4	1.7	-1.8	0	-12	-4	-29	-6	-10
CCN1C(=O)c2cccc3c(NC(=O)C(C)(C)C)ccc1c23	-0.5	-5	x	-0.5	18	-6	0	8	2	3
Cc1ccc(C(=O)OCC(=O)N2CCc3ccccc32)cc1	0.5	3	x	3.7	6	6	0	6	16	1
COC1=CC(=O)CC(C)C12Oc1c(Cl)c(OC)cc(OC)c1C2=O (stereo unspecified)	-0.8	6	2.0	i	9	-2	-4	3	1	-8
O=C(c1ccccc1)n1ccc2ccccc21	-0.2	-3	x	0.9	-22	-50	2	-5	3	-5
